K1F lysis inhibition: inhibition of K1F phage lysis, E. coli UTI89, bacterial capsule biogenesis inhibitors, alamar blue (AID 488966) | E. coli UTI89 K1F phage lysis, alamar blue, 2 h; higher % means a stronger effect | one-dose inhibition, % at 100 µM; IC50 in µM for titrated hits | hit rate 0.02% among 340,000;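 active means phage lysis inhibition, versus mean bacterial control, above a set limit; inconclusive means no clear call, values can overlap the other calls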;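 further: capsule biogenesis inhibitors block K1F phage lysis so surviving cells raise fluorescence; higher fluorescence means more inhibition of phage lysis; actives were called in the ten point dose series up to 300 µM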
human PMI inhibitors: MPI inhibition at elevated mannose 6-phosphate – biochemical, fluorescence intensity, high mannose 6-phosphate, primary screen (AID 1220); recombinant PMI enzyme, coupled fluorescence intensity; higher % means a stronger effect; inhibition, % at 20 µM; hits with a dose series show IC50 in µM; hit rate 0.66% among 190,000
M17LAP inhibition: P. falciparum M17LAP inhibitors, primary screen, biochemical, fluorogenic H-Leu-NHMec substrate, 1536-well (AID 1619). recombinant M17LAP, H-Leu-NHMec fluorogenic kinetic assay; higher % means a stronger effect. one-dose inhibition, % at 30 µM; IC50 in µM for titrated hits. hit rate 0.38% among 220,000;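 active means compound inhibiting the enzyme by more than half at any dose during confirmatory dose-response retesting; inconclusive means strong single-dose inhibitors picked by rank but not retested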;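 further: plate controls were full reaction with DMSO carrier for no effect and no enzyme background for full effect; strong numbers were not always called active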
T cell HTS: T cell immune modulators affecting CD8 T cell-vesicle binding; 2C CD8+ T cell-vesicle binding, flow cytometry; active compounds read low; hit rate 0.068% among 330,000; calls only at 7 µM;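 active means response, share of CD8 T cells binding vesicles, and their 90th percentile fluorescence all below set limits, cut at about 80% in these data, passing the limit was not always enough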
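incubation = binding step 1.5 h, 37 °C, antibody labelling 20 min, ice | test system = 2C mouse CD8+ T cells | read-out basis = percent CD8+ FL2 mean versus row control | controls = Peptide-free naked vesicles (low) and QL9 vesicles with 0.7% DMSO vehicle (high) | detection = flow cytometry of vesicle-bound cells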
RSV antiviral HEp-2: inhibition of RSV-induced cytopathic effect – HEp-2 cells, primary 10 µM value included (AID 2391); HEp-2 cells, RSV-induced CPE inhibition; higher % means a stronger effect; hit rate 0.13% among 310,000; CPE inhibition, % at 10 µM, or IC50 in µM where a hit was titrated; in the data active means a potency from the dose series; inconclusive means CPE inhibition mostly from about 23% at the one dose, without a potency; inactive means the rest, 99 in 100 with CPE inhibition below about 21%; further: strong numbers were not always called active
PMI inhibitors: MPI enzyme activity inhibition – biochemical, fluorescence intensity, coupled assay, primary screen (AID 1209) | purified PMI enzyme, coupled fluorescence intensity; higher % means a stronger effect | one-dose inhibition, % at 20 µM; IC50 in µM for titrated hits | hit rate 0.42% among 190,000;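 further: plate controls were DMSO vehicle for no effect and wells lacking substrate for full effect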
TNAP activators: stimulation of alkaline phosphatase TNAP activity – biochemical, luminescent, no phosphate acceptor, uHTS, primary screen (AID 1001) | purified TNAP, luminescent activation assay, no phosphate acceptor; higher activation fold means a stronger effect | one-dose activation fold at 20 µM; EC50 in µM for titrated hits | hit rate 0.03% among 200,000; in the data active means activation fold from about 3, or a potency from the dose series; inactive means the rest, 99 in 100 with activation fold below about 1.6; further: many of its hits are not listed in these tables
West Nile antiviral: inhibition of WNV-induced cytopathic effect – cell-based, CPE readout (AID 1621). hit rate 0.02% among 290,000. West Nile virus-infected cells, CPE inhibition; higher % means a stronger effect. CPE inhibition, % at 10 µM; hits with a dose series show IC50 in µM; in the data active means a potency from the dose series; inconclusive means CPE inhibition mostly from about 3.7% at the one dose, without a potency; inactive means the rest, 99 in 100 with CPE inhibition below about 2.2%; further: strong numbers were not always called active
P. falciparum M1AAP: malaria alanyl aminopeptidase activity blockers – biochemical, fluorogenic H-Leu-NHMec substrate, 1536-well (AID 1445) | recombinant M1AAP, H-Leu-NHMec fluorogenic kinetic assay; higher % means a stronger effect | inhibition, % at 30 µM; hits with a dose series show IC50 in µM | hit rate 0.42% among 220,000;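 active means primary inhibition above the hit cutoff, then over 50% inhibition at one or more dose response concentrations, cut at about 23% in these data, passing the limit was not always enough; inconclusive means conflicting primary data, or primary hits not chosen for dose response; inactive means low primary inhibition, or under 50% at every dose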;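 further: plate controls were DMSO full reaction for no effect and no enzyme background for full effect; strong numbers were not always called active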
T cell HTS vesicle-bound %: further read-out of T cell HTS, marked with its call; double positive events, %; measured here: CD8+ vesicle-bound cell fraction;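 binding gate set so that unloaded-vesicle control wells show 10% double positive cells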
An asterisk follows results filed as active; i = inactive; ? = inconclusive; . = no result given; [ ] = dose if it differs, or a comment. Unless noted, no stated cut-off is given here; in the data, active means inhibition above about 50%; inactive means the rest.

SMILES | K1F lysis inhibition | human PMI inhibitors | M17LAP inhibition | T cell HTS | T cell HTS vesicle-bound % | RSV antiviral HEp-2 | PMI inhibitors | TNAP activators | West Nile antiviral | P. falciparum M1AAP
CCC(C)[C@H](NC(=O)NCc1cccc(OC)c1)C(=O)OC (stereo partly drawn) | 1.4% | -4% | 8% | i | 14 | -0.5% | 4% | 1.1 | -0.2% | -6%
COc1ccccc1/C=c1\sc2nc(-c3ccco3)nn2c1=O | 0.2% | 5% | 21% | i | 42 | 2.8% | 16% | 0.9 | -0.1% | 11%
Cc1cc(S(=O)(=O)N(Cc2cccs2)Cc2ccccc2F)ccc1-n1cnnn1 | -4.9% | -1% | 18% | i | 47 | 16% | 12% | 1.1 | -1.6% | -2%
Cc1nonc1N1CCN(Cc2cn[nH]c2-c2ccc3c(c2)OCO3)CC1 | 0.2% | -1% | 3% | i | 55 | 1.1% | 3% | 0.9 | -0.1% | 3%
CCOC(=O)c1c(C)nc(C)c(C(=O)OCC)c1-c1ccccc1 | 0.3% | -10% | -8% | i | 17 | -1.4% | -15% | 1.1 | 0.4% | 11%
CCOC(=O)C1(CC2CCCCO2)CCN(S(=O)(=O)c2ccsc2)CC1 (stereo not drawn) | -0.3% | -10% | -19% | i | 57 | -1.5% | -11% | 1 | -1.7% | -3%
O=C(O)c1cc(-c2cccc(Cl)c2)nc2nc(N3CCCCC3)sc12 | 0.2% | -7% | -144% | i | 53 | 6.2% | -10% | 1.1 | -0.3% | 12%
CCc1nc(N2CCN(C(C)=O)CC2)c2c3c(sc2n1)CC(C(C)(C)C)CC3 (stereo not drawn) | -2.7% | . | . | i | 58 | 6.9% | . | . | -0.9% | .
O=C(NC1CCCCC1)N(Cc1nc2ccccc2c(=O)[nH]1)C1CCCCC1 | -1.5% | -14% | -19% | i | 3 | 0.5% | -7% | 1.1 | 0.0% | 16%
O=C(NN=C1CCCC1)c1[nH]c2ccc(Cl)cc2c1-c1ccccc1 | . | . | 1% | i | 31 | 2.0% | . | . | -0.3% | 9%
Cc1ccc(N=Nc2ccc(O)c3ncccc23)cc1 | -2.3% | 35% | 21% | i | 44 | -0.6% | -10% | 0.9 | ? | -5%
O=c1[nH]cnc2nc(-c3ccccc3)c(-c3ccccc3)nc12 | -0.2% | -18% | -35% | i | 2 | 2.6% | -16% | 1.1 | -0.4% | 14%
O=C(c1ccccc1)c1ccc(OCCCN2CCCCC2)cc1 | 5.6% | -8% | 22% | i | 21 | -2.2% | -8% | 0.9 | -1.4% | 6%
CC(C)C(OC(=O)Cn1nnc2ccccc21)C(=O)NC1CCCC1 (stereo not drawn) | 0.4% | . | . | i | 15 | 0.2% | . | . | -0.7% | .
COc1ccccc1-n1c(C)nnc1SCC(N)=O | 0.7% | 10% | -5% | i | 36 | 0.4% | 14% | 1 | -0.4% | -9%
Fc1ccccc1Nc1nc2c(s1)CCc1ccccc1-2 | . | . | -8% | . | . | . | 33% | 1.1 | -0.4% | -4%
COc1cc(NC(=O)c2cccnc2)c(Cl)cc1NC(=O)c1ccccc1 | -0.5%[50 µM] | . | . | i | 4 | 0.9% | . | . | -1.1% | .
O=C(NCc1cccnc1)/C(=C/c1ccc(Cl)cc1)NC(=O)c1ccccc1 | -0.1% | . | . | i | 16 | 1.4% | . | . | -0.6% | .
COc1ccc(C2Nc3ccccc3C(=O)N2c2ccc(Cl)cc2)cc1Cn1cc([N+](=O)[O-])cn1 (stereo not drawn) | 0.3% | 0% | -5% | i | 37 | 21% | 6% | 0.8 | 0.8% | 4%
COc1ccc(/C=C\C(=O)NCC(=O)N/N=C/c2ccc(O)cc2O)cc1 | -0.2% | . | 22% | i | 38 | 1.2% | . | . | 0.9% | 34%
CCC(C(=O)Nc1cnccn1)c1ccccc1 (stereo not drawn) | 7.6% | 4% | 5% | i | 16 | . | 7% | 1 | 0.0% | 8%
CCCCCn1c(N)c(-c2nc3ccccc3o2)c2c([N+](=O)[O-])nn(C)c(=O)c21 | 4.2% | -1% | -2% | i | 38 | 0.3% | 6% | 1 | -0.8% | -8%
COc1ccc(-c2nc3c(c(=O)[nH]c(=O)n3Cc3ccccc3)n2C)cc1 | 0.8% | -9% | -11% | i | 10 | -3.0% | -4% | 1 | 0.1% | -1%
COc1ccc(S(=O)(=O)N(C)CC(=O)NC2CC2)cc1 | 3.1% | 2% | 58% | i | 9 | -0.8% | 7% | 1.1 | 0.8% | 0%
NC(=O)c1oc2ccc(Cl)cc2c1NC(=O)CN1CCOCC1 | 1.4% | 5% | 7% | i | 21 | 0.1% | 6% | 1.1 | 0.1% | 10%
Remaining list, next part
SMILES | K1F lysis inhibition | human PMI inhibitors | M17LAP inhibition | T cell HTS | T cell HTS vesicle-bound % | RSV antiviral HEp-2 | PMI inhibitors | TNAP activators | West Nile antiviral | P. falciparum M1AAP
Cc1ccsc1/C=N/n1c(=S)[nH]nc(C)c1=O | 1.4%[50 µM] | 2% | 1% | i | 55 | 4.0% | -1% | 1.3 | 0.1% | 6%
C1CCCCCC(=NNc2nn[nH]n2)CCCCC1 | 0.6% | . | -5% | i | 22 | -0.8% | . | . | -0.3% | 2%
CC(C(=O)N1CCN(Cc2ccccc2)CC1)c1ccc([N+](=O)[O-])cc1 (stereo not drawn) | 0.3% | . | -2% | i | 11 | 0.6% | . | . | -0.3% | 1%
O=C(CCCCn1c(=O)c2ccccc2n(Cc2ccc(F)cc2Cl)c1=O)NCc1ccco1 | -0.4%[50 µM] | -1% | -1% | i | 38 | 2.4% | 0% | 1.3 | 1.9% | 0%
CN(C)CCNCc1ccccc1OC1CCCC1 | 2.8% | -10% | 4% | i | 24 | -0.9% | -9% | 1.1 | -0.8% | 0%
CCN(CC)C(=O)C(=O)N/N=C/c1cccc(Br)c1 | -0.2% | 5% | 11% | i | 44 | 0.3% | 5% | 1.1 | 0.3% | -3%
CC12CCC(C(=O)N3CCN(C(c4ccccc4)c4ccccc4)CC3)(OC1=O)C2(C)C (stereo not drawn) | 0.5% | 6% | 7% | i | 19 | 0.6% | 10% | 1 | -1.0% | 6%
Cc1cccc(NC(=O)CCC(=O)Nc2nnc(C(F)(F)F)s2)c1 | 0.0% | . | 3% | i | 46 | 0.3% | . | . | 0.4% | 0%
COc1ccc(C(=O)Nc2cccc(C(=O)O)c2)cc1S(=O)(=O)N1CCCC1 | -0.2% | . | . | i | 16 | 0.6% | . | . | -0.3% | .
CSc1nsc(SC)c1C(=O)Nc1ccc(C)cc1 | 0.9% | 0% | -12% | i | 9 | 1.6% | -6% | 1.2 | -0.4% | 3%
COc1cnn(C(C)(C)C)c(=O)c1Cl | 3.2% | 0% | 8% | i | 48 | 0.2% | 0% | 1.1 | 0.0% | 2%
Cc1nc(SCC#N)c2c(C)c(C)sc2n1 | 0.8% | 17% | -8% | i | 40 | 18% | 15% | 1 | -0.1% | 1%
COC(=O)/C=C/C(=O)Nc1cccc(C(F)(F)F)c1 | 0.0%[50 µM] | 5% | -13% | i | 37 | 0.7% | 2% | 1.1 | 0.6% | 2%
CCCCOc1ccc(C(=O)N/C(=C\c2cccc([N+](=O)[O-])c2)C(=O)OCc2ccco2)cc1 | -0.2% | -2% | 3% | i | 57 | 2.3% | 7% | 1.1 | -1.1% | 7%
CC(C)/C=N/Nc1nc2c(c(=O)n(C)c(=O)n2C)n1C | 0.8% | . | 26% | i | 14 | 1.3% | . | . | 0.5% | 10%
O=C(NC(=S)Nc1ccc(S(=O)(=O)Nc2nccs2)cc1)c1ccccc1F | 0.2% | -6% | 9% | i | 48 | 4.0% | -1% | 1.1 | 0.4% | 8%
Cc1cccc(-n2c(C)cc(/C=N/NC(=O)c3cccc([N+](=O)[O-])c3C)c2C)c1 | -0.1% | 5% | 5% | i | 51 | 6.7% | 22% | 1 | 0.2% | 10%
O=C(Nc1nc2ccc(Cl)cc2s1)c1ccc(Br)o1 | 0.2% | -2% | 11% | i | 23 | -1.1% | 1% | 1.1 | -0.1% | -2%
O=C(N1CCN(c2ccccc2)CC1)C1(S(=O)(=O)c2ccc(Cl)cc2)CC1 | 0.2% | . | . | i | 36 | -0.1% | . | . | -1.2% | .
CNc1sc(C(=O)c2ccc(F)cc2)c(N)c1-c1nc2ccccc2s1 | 6.4% | -56% | 1% | i | 48 | -1.2% | -45% | 1 | 1.2% | 7%
Cc1ccccc1NC(=O)c1ccc(CSc2ncccn2)cc1 | 3.8% | -1% | -11% | i | 9 | -0.4% | 2% | 1.1 | -0.1% | 2%
O=C(O)C1CC=C(Cl)CC1C(=O)NCc1ccccc1 (stereo not drawn) | 0.3% | 3% | 36% | i | 37 | 0.3% | 10% | 1.1 | 0.5% | 0%
COc1ccc(C(=O)N2c3ccccc3C(=O)OC2c2ccc3c(c2)OCO3)cc1 (stereo not drawn) | 0.6%[50 µM] | 8% | 6% | i | 32 | 0.7% | 26% | 1.1 | 0.4% | -4%
O=C(c1cc(N2C(=O)C3C4CCC(C4)C3C2=O)ccc1Cl)N1CCN(c2ccccc2)CC1 (stereo not drawn) | 1.0%[50 µM] | 9% | 15% | i | 4 | 13% | 6% | 1.1 | -1.8% | 11%
CC(=O)Nc1ccc(NC(=O)CCC(=O)NCCO)cc1 | 1.6% | 3% | 5% | i | 50 | 0.6% | 2% | 1.1 | -0.1% | -7%
Cc1ccnc(N2CCC(C(=O)Nc3ccc4c(c3)OCCO4)CC2)n1 | -0.1% | -2% | . | i | 18 | -0.1% | -2% | 1.1 | 0.0% | .
Cn1c(=O)c2cc(S(=O)(=O)NCCC(=O)NCCC3=CCCCC3)ccc2n(C)c1=O | -0.8% | -9% | 2% | i | 25 | -0.7% | -13% | 1 | 1.2% | 4%
CC1(C)Cc2c(c(=S)nc(-c3ccccc3)n2CCN2CCOCC2)CO1 | 2.6% | -9% | 39% | i | 25 | -0.2% | -2% | 1.1 | -0.4% | 10%
COc1ccc(CCNC2=C(Cl)C(=O)N(CCc3ccc(OC)c(OC)c3)C2=O)cc1OC | 5.8% | 6% | 6% | i | 45 | 5.1% | 9% | 1.1 | -0.2% | 12%
O=S(=O)(c1ccc2ccccc2c1)N1CCN(S(=O)(=O)N2CCCCC2)CC1 | 2.0% | 5% | -2% | i | 48 | 0.0% | 2% | 1.1 | -0.2% | 1%

3 entries from above, ordered by their value in RSV antiviral HEp-2, smallest number first:
smiles | RSV antiviral HEp-2
O=C(Nc1nc2ccc(Cl)cc2s1)c1ccc(Br)o1 | -1.1%
C1CCCCCC(=NNc2nn[nH]n2)CCCCC1 | -0.8%
COc1ccc(C(=O)Nc2cccc(C(=O)O)c2)cc1S(=O)(=O)N1CCCC1 | 0.6%

Screening results deposited in PubChem by several laboratories.
